Assay outcomes: PubChem, National Center for Advancing Translational Sciences (NCATS)
IkB signaling = suppresses IkB signaling in ABC-DLBCL reporter cells; ABC-DLBCL IkBa-CBG/CBR dual luciferase ratio, 4 h; response scale: scaled: untreated 0%, proteasome inhibitor 100%; Potency, µM (doses to about 57.1 µM), inactives show top-dose IkBa stabilization activation; 0.04% of 110,000 active; active = well fitted curve in the direction sought with a large enough effect in the signal ratio, not every such curve was filed as active; inconclusive = small, poorly fitted or top-dose-only effect, or a change in a side signal; the % refers to the signal ratio;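 also: the direction sought is a rising ratio; 0% = basal untreated cells and 100% = reference inhibitor full response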
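In this assay, an IκBα–CBG68 fusion accumulates when IKK-driven degradation is blocked; native CBR normalizes for cell number. OCI-Ly3 cells were treated 4 h with compound and doxycycline, then green and red light read after Chroma-Glo addition.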
Peg3 imprint = induces erasure of genomic imprints in mouse ES cells | AID 1948 | Potency, µM (top dose mostly 60.7 µM), for inactives: at the top dose activity change, positive = activation, hits mostly activators | 0.02% of 110,000 active | mouse ES Peg3-LacZ reporter, beta-gal luminescence, 40 h;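 also: 0% = negative control wells on the plate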
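Gelatin-coated wells received 300 freshly trypsinized female ES cells with a Peg3LacZ-Neo reporter on the maternal allele, then incubated 40 hours at 37C. BetaGlo was added for 5 minutes at room temperature before a single luminescence read.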
p53ts 32C tox = p53ts cell cytotoxicity, permissive temperature. 0.93% of 130,000 active. H1299-p53A138V at 32C, ATP luminescence viability, 24 h. Potency, µM (titrated, usually from 46.1 µM), inactives show top-dose activity change, negative = cytotoxicity, usual class: cytotoxic;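 also: 0% = DMSO and -100% = full killing by reference compound; nearly all actives have a fitted effect of over 55% in size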
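Cells: H1299 p53ts (A138V), 600/well, pre-incubated 16–30 h at 37C. Cpd up to 46 uM, 24 h, 32C. Readout: ATPlite luminescence, 20 min RT. Normalization: DMSO vs tamoxifen 100 uM. AC50 by Hill equation.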
p53ts 39C tox = kills p53ts cells at the nonpermissive temperature; H1299-p53A138V viability at 39C, ATP luminescence, 24 h; Potency, µM (doses to about 46.1 µM), for inactives: at the highest dose activity change, negative = cell killing, usual class: cytotoxic; 1.5% of 130,000 active; AID 902; also: nearly all actives have a fitted effect of over 55% in size
An asterisk follows results filed as active; ? = inconclusive; / = not tested or not shown; & = joins results of further samples; [ ] = another dose, or the depositor's remark. Unless noted, calls follow the shape of the dose curve; as a rule, active = well fitted curve in the direction sought with a large enough effect; inconclusive = small, poorly fitted or top-dose-only effect, or another doubt; inactive = no such curve, though single readings can be large; an effect the other way counts as inactive or inconclusive. Unless noted, % is scaled to controls: 0 for no effect and ±100 for the full control effect; potency is read from the fitted curve at half-maximal effect.

canonical_smiles | IkB signaling | Peg3 imprint | p53ts 32C tox | p53ts 39C tox
CCc1ccccc1NC(=O)CSC1=Nc2ccccc2C2=NC(Cc3ccccc3)C(=O)N12 (stereo unspecified) | 0.6% | 20.6%[10.9 µM] | 4.1% | -10.6%
CCNC(=O)Cn1nc(C)n2c(cc3c(OC)cccc32)c1=O | 0.1% | 1.5%[10.9 µM] | 5.8% | 7.1%
CCc1ccc(NC(=O)Cn2c(=O)c(CNc3ccccc3)cc3cc(OC)c(OC)cc32)cc1 | ? | 18.4%[10.9 µM] | -9.5% | ?
Cc1cc(C)c(N2C(=NC(=O)CCCC(=O)O)SC3CS(=O)(=O)CC32)c(C)c1 (stereo unspecified) | -1.9% | -11.4% | 4.3% | 3.7%
O=C(O)CSc1nc2c(c(=O)[nH]1)CCCC2 | 2.5% | -4.4% | 4.0% | -4.7%
CCC(=O)N1c2ccccc2CC1C(=O)NCCc1ccccc1C (stereo unspecified) | -0.4% | -9.7%[10.9 µM] | 3.9% | 20.3%
O=C(c1cccc(F)c1)N1CCC2(CCCN(Cc3cc(C(F)(F)F)cc(C(F)(F)F)c3)C2)CC1 | 14.6%[11.4 µM] | / | -4.2% | -6.0%
CCCN(C(=O)Cn1cc(S(=O)(=O)N2CCN(c3ccccc3F)CC2)c2ccccc2c1=O)c1cccc(C)c1 | 2.6% | -16.3%[10.9 µM] | 20.6% | 11.6%
Cc1c(S(=O)(=O)c2cccc(Cl)c2)nnn1-c1cccc(C(F)(F)F)c1 | ? | -8.0%[10.9 µM] | -0.3% | -17.5%
O=C(NC1CC(=O)N(c2ccc(F)cc2)C1)c1cccs1 (stereo unspecified) | 0.4% | 13.2%[10.9 µM] | 14.4% | -4.5%
Cc1ccc2nc3c(cc(C#N)c(=O)n3-c3nccs3)c(=O)n2c1 | 0.3% | -7.7% | -1.5% | 5.2%
Cc1cc(Cl)c(S(=O)(=O)NC2CCCCC2)cc1OCC(=O)Nc1nncs1 | 3.7% | -20.9% | 4.2% | 5.8%
CC(C)C(=O)Nc1nnc(SCc2cc(=O)n3ccccc3n2)s1 | -2.7% | 4.7%[10.9 µM] | -2.8% | 5.5%
COc1ccc(CNC(=O)CCCc2nnc3n(C(C)C)c(=O)c4sccc4n23)cc1 | -0.2% | -16.6%[10.9 µM] | 5.9% | -10.9%
N#CC1=C(N)Oc2n[nH]c(-c3cccs3)c2C1c1cccnc1 (stereo unspecified) | 1.4% | -9.2% | -8.9% | 9.6%
COc1ccc(NC(=O)CCNS(=O)(=O)c2cccc3nsnc23)cc1Cl | ? | -10.8%[10.9 µM] | -0.1% | -11.8%
CCc1ccc(C2CC(=O)N(c3cccc(C(F)(F)F)c3)C3=C2C(=O)OC3)cc1 (stereo unspecified) | ? | 7.5%[10.9 µM] | -5.2% | 15.6%
COc1cccc(OC)c1C(=O)N1CCN(Cc2ccccc2C)CC1 | -1.0% | -12.6% | 2.2% | -5.3%
O=C(CSc1nnc(CNC(=O)c2cccs2)o1)c1ccccc1 | 2.8% | -8.3% | -0.5% | 9.0%
COc1ccc(-n2c(O)c(C=NC3CC3)c(=O)[nH]c2=O)cc1 | ? | -42.8%[inhibitor] | -10.5% | -9.7%
COc1ccc(CCCc2nnc(SCC(=O)Nc3cc(C)c(C)cc3Br)o2)cc1 | ? | -16.3% | 10.6% | -1.6%
CCN(CC)CCNC(=O)CCn1c(=S)[nH]c2cc3c(cc2c1=O)OCO3 | 0.2% | 7.1% | -6.7% | -18.1%
COc1ccc(-n2c(SC)nc(O)cc2=O)cc1 | 2.0% | -1.7% | 8.5% | 4.7%
O=c1c2[nH]c3ccc(F)cc3c2ncn1CCN1CCN(Cc2ccccc2)CC1 | -1.4% | 12.5% | -8.5% | -5.7%
CCOc1cc(C)nc(N2CCN(C3CCCCC3)CC2)n1 | -0.3% | -6.3% | -5.8% | -1.1%
Cc1cccn2c(=O)c3cc(C#N)c(=NC(=O)c4ccccc4)n(Cc4ccco4)c3nc12 | / | / | 24.0% | 8.4%
COCCn1c(=O)c(-c2cccs2)nc2cncnc21 | 0.9%[11.4 µM] | ? | 7.5% | -6.6%
CCc1ccc2nc(N3CCC(C(=O)NCCC(C)C)CC3)sc2c1 | ? | -12.8%[10.9 µM] | ? | 15.8µM*
O=C(O)c1c2ccccc2cc2ccccc12 | 0.0% | 7.6%&0.5% | -11.9% | 11.9%
CCCSc1nc2c(cnn2-c2ccccc2)c(=O)[nH]1 | -1.2% | -16.7% | -8.4% | 10.3%
CN(Cc1nc2ccccc2n1C)S(=O)(=O)c1ccc(Cl)cc1 | -0.4% | -5.7% | 0.2% | 14.3%
CCOC(=O)c1ccc(NC(=O)CSc2nc(-c3cccs3)cc(C(F)(F)F)c2C#N)cc1 | ? | -8.9%[10.9 µM] | -7.8% | -10.5%
CCCCNC(=O)CC1N=C2c3ccccc3N=C(SCC(=O)Nc3ccccc3C)N2C1=O (stereo unspecified) | 1.1% | -10.5% | 3.7% | -3.4%
CCOc1ccc(NC(=O)Cn2nc(Cc3ccncc3)c3ccccc3c2=O)cc1 | -1.6% | 9.7%[10.9 µM] | 10.3% | -5.6%
CCCCOC(=O)Cn1c(=N)n(CCN2CCOCC2)c2ccccc21 | -2.6% | 1.5% | 1.9% | 8.8%
Nn1c(SCc2nc3ccccc3[nH]2)nnc1C1CCCCC1 | 6.0% | -3.1% | 11.5% | 4.3%

Some of these compounds in order of SMILES length, lowest first.
canonical_smiles | IkB signaling | Peg3 imprint | p53ts 32C tox | p53ts 39C tox
CCCSc1nc2c(cnn2-c2ccccc2)c(=O)[nH]1 | -1.2% | -16.7% | -8.4% | 10.3%
CCOc1ccc(NC(=O)Cn2nc(Cc3ccncc3)c3ccccc3c2=O)cc1 | -1.6% | 9.7%[10.9 µM] | 10.3% | -5.6%
Cc1cccn2c(=O)c3cc(C#N)c(=NC(=O)c4ccccc4)n(Cc4ccco4)c3nc12 | / | / | 24.0% | 8.4%

Next records follow:
canonical_smiles | IkB signaling | Peg3 imprint | p53ts 32C tox | p53ts 39C tox
Cc1cc(C)nc(NS(=O)(=O)c2ccc(NC(=O)CCCN3C(=O)c4ccccc4C3=O)cc2)n1 | -3.9% | 0.2% | -1.1% | 3.7%
Cc1cc(C)cc(N(C(C)C(=O)N2CCCCC2)S(C)(=O)=O)c1 (stereo unspecified) | 0.4% | -2.8% | 2.6% | 7.6%
O=C(Nc1ccc2c(c1)OCO2)C1CC(c2c(F)cccc2Cl)=NO1 (stereo unspecified) | -0.2% | -7.3% | 0.4% | -1.2%
FC(F)(F)c1ccccc1-c1cncnc1NCCN1CCOCC1 | 5.1%[11.4 µM] | -31.3%[inhibitor] | 3.0% | -28.3%
Cc1nc(N2CCN(Cc3ccccc3)CC2)nc2c1C(=O)CC(C)C2 (stereo unspecified) | -0.8% | -22.5% | -3.8% | 1.5%
Cc1ccc(CNC(=O)c2cc3c(=O)n(Cc4cccnc4)ccc3nc2C)cc1 | 0.2% | -7.7%[10.9 µM] | -6.6% | -15.0%
O=C(COC(=O)c1cccnc1Nc1cccc(C(F)(F)F)c1)NCCN1C(=O)CSC1=O | ? | -20.0% | -19.1% | -26.1%
CCN(C(=O)c1cc2c(=O)oc3ccc(C)cc3c2s1)c1ccccc1F | 0.2% | -9.7%[10.9 µM] | 2.5% | -13.9%
Cc1ccc(NC(=O)N2CCN(C(=O)c3nsc4ccccc34)CC2)cc1C | -1.6% | -9.4%[10.9 µM] | 10.9% | 0.0%
COc1ccc(CCNC(=O)C(=O)NCC(c2ccco2)S(=O)(=O)c2ccc(F)cc2)cc1 (stereo unspecified) | ? | -11.2%[10.9 µM] | -0.8% | -14.3%
COc1cc(-c2nnc3n2N=C(c2ccccc2)CS3)cc(OC)c1OC | 4.4% | 0.4% | 4.4% | 11.1%
Cc1ccc(CNC(=O)C2CCCN(c3nc4c(C)cc(C)cc4s3)C2)cc1 (stereo unspecified) | -0.1% | 3.4%[10.9 µM] | 1.2% | -18.1%
CN(C)c1ccc(-n2cc3c(=O)n(C)c(=O)n(C)c3c2)cc1 | -1.3% | -31.3%[inhibitor] | 13.7% | -4.7%
CCOc1ccc(CN(Cc2ccco2)C(c2cccs2)c2nnnn2C(C)(C)C)cc1 (stereo unspecified) | 0.4% | -14.5% | 3.1% | -4.0%
Cc1ccc2occ(CN3CCN(c4ccccc4)CC3)c(=O)c2c1 | -2.5% | -15.3% | -9.7% | 3.5%
CCC(CC)C(=O)N1CCc2cc(OC)c(OC)cc2C1COc1ccccc1OC (stereo unspecified) | -0.4% | -8.5%[10.9 µM] | -0.5% | -13.8%
CCSC1=C(C#N)C(c2cccc(Br)c2)CC(=O)N1 (stereo unspecified) | ? | -15.8% | -6.5% | -3.8%
Cc1ccccc1N(C)S(=O)(=O)c1nnc(NC(=O)c2ccccc2F)s1 | -2.9% | -20.2%[10.9 µM] | -16.9% | ?
C=C(CC1([C@@H](NP(=O)(c2ccccc2)c2ccccc2)[C@H]2C[C@@H]2CCN(C(=O)OCC)S(=O)(=O)c2ccc(C)cc2)CC1)c1ccccc1 | / | -23.0% | 30.0% | 39.6%
CCC(=O)N1c2nc(C(C)C)nn2C2(CCCCC2)[C@@H]2CCCC[C@@H]21 | ? | -11.9%[10.9 µM] | -0.8% | 26.6%
CC(C)c1nnc(NC(=O)CCN2C(=O)c3ccccc3C2=O)s1 | 0.0% | 0.6% | 5.2% | 10.6%
COc1ccccc1N1CCN(c2cc(N3CCCC3)nc(C)n2)CC1 | 0.4% | -11.2% | -4.3% | -0.1%
CC(C)OC(=O)c1c(N)sc2c1CCCC2 | -0.1% | -2.8% | 2.2% | 10.3%
CCc1nnc2sc(-c3ccc(NC(=O)c4ccco4)cc3)nn12 | 0.3% | -14.3% | 1.6% | 13.5%
COc1cc(NC(=O)Cn2cc(S(=O)(=O)c3ccccc3)c(=O)c3ccccc32)cc(OC)c1 | ? | -12.7%[10.9 µM] | -1.4% | -28.5%
CCOc1ccc(-n2c(C)nc3cc(C(=O)NCc4ccc(C)cc4)ccc32)cc1 | ? | -8.4%[10.9 µM] | 13.2% | 32.0%[activator]
CCc1c(C(C)O)oc2ccc3c(C)cc(=O)oc3c12 (stereo unspecified) | -2.9% | -10.8% | 9.9% | 7.0%
Cc1ccnc(NC(=O)C2CCN(S(=O)(=O)c3cccc4nonc34)CC2)c1 | -0.7% | -9.0% | -12.0% | -22.1%
CCOc1ccc(OCC)c(NC(=O)CN2CCN(C(=O)c3ccco3)CC2)c1 | 0.7% | -12.9% | -1.6% | 4.6%
CC(C)=CCC/C(C)=C/CO/N=C1/[C@H]2O[C@@H]2[C@@H](O)[C@H]2[C@H]1CCn1c(=O)n(C)c(=O)n12 | / | / | 6.7%[9.22 µM] | 1.8%[9.22 µM]
COc1ccc(OC)c2[nH]c(=O)c(CCNC(=O)C(C)(C)C)cc12 | -2.2% | 5.9% | 9.2% | 14.8%
CCOC(=O)c1c(C)c(C(=O)Nc2cc(F)ccc2F)c(C)n1C | -1.4% | -18.1% | 0.0% | 4.8%
COc1cc(/C=N/n2cnc3scc(-c4cccs4)c3c2=O)cc(OC)c1OC | / | / | -20.4% | 12.1%
COc1cc(NC(=O)c2ccccc2)cc(OC)c1 | 4.4% | -29.9% | -3.3% | -7.7%
O=C(CCC(=O)N1CCc2ccccc2C1)N1CCN(S(=O)(=O)c2ccccc2)CC1 | 0.1% | -17.6% | 1.6% | -5.7%
CCOC(=O)CSc1nc2cc3c(cc2c(=O)n1Cc1ccc(C(=O)NCCc2ccc(OC)c(OC)c2)cc1)OCO3 | -0.9% | -12.4%[10.9 µM] | 3.7% | -21.2%
CCC12CN3CC(C)(CN(C1)C3c1c(C)n(C)c3ccccc13)C2=O (stereo unspecified) | 0.2% | -2.4%[10.9 µM] | 4.0% | -18.6%
COc1ccccc1NC1C=CS(=O)(=O)C1 (stereo unspecified) | 3.6% | -9.5% | -8.2% | -2.6%
Cc1ccccc1NC(=O)Cn1c(C)nc2ccc(NC(=O)C3CC3)cc2c1=O | 1.0% | -8.3% | 3.8% | 20.6%
COc1cccc2sc(NC(=O)CS(=O)(=O)c3ccc(C)cc3)nc12 | ? | 6.2%[10.9 µM] | -3.7% | 14.3%
O=C(c1ccco1)N1CCC[C@@]2(CCN(c3ncccn3)C2)C1 | -3.3%[11.4 µM] | / | -2.0% | 2.6%
